# EphB4 ephrin blk: antagonists of human EphB4-ephrin-B2 interaction | P54760 | EphB4 LBD / TNYL-RAW-Alexa532 peptide, fluorescence polarization | inhibition, % at 7 µM | actives 0.15% (n = 97,000);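 active = inhibition above the screen-wide mean inhibition plus 3 SD, cut at about 15% in these data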;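 note: 0% = DMSO wells and 100% = excess unlabeled TNYL-RAW peptide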
# Target sequence (P54760 whole entry, looked up, the tested form may be a part): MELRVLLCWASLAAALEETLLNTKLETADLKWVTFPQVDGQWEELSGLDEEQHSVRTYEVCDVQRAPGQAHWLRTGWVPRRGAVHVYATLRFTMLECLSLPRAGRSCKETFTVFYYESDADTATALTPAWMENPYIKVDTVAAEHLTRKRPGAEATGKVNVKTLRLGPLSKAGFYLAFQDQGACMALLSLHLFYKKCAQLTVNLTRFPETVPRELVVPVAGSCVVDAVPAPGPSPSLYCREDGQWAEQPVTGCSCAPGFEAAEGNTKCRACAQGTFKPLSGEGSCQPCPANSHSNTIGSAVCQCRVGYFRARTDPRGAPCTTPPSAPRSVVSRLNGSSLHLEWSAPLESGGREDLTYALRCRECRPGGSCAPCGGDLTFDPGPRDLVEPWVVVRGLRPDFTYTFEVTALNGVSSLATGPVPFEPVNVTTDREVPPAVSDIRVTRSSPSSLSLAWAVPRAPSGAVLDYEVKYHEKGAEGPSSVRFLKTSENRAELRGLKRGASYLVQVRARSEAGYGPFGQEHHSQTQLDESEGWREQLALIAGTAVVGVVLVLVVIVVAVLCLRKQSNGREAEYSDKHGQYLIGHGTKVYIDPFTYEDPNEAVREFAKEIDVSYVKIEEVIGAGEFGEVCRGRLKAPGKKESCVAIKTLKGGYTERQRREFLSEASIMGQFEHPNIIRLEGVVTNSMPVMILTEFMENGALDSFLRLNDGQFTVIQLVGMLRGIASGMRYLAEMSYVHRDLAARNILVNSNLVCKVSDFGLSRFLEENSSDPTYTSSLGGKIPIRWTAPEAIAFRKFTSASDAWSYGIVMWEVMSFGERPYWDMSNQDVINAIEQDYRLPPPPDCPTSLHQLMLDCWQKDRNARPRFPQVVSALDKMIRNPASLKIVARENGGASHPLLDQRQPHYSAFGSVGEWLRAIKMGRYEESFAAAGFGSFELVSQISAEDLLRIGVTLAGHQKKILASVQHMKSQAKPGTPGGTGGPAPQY
# CYP2C9 inh: human CYP2C9 inhibition; inhibition, % at 5 µM; CYP2C9 Supersomes, luciferin-H conversion, luminescence; AID 777; actives 20% (n = 96,000); P11712;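 active = blocking of liver enzyme CYP2C9 beyond about 50% at 5 µM, limit read from the data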; note: values of inactives mirror those of a sister screen read the other way
# PLK1 inh: blocks human PLK1 kinase activity; inhibition, % at 10 µM; P53350; recombinant PLK1 kinase, TR-FRET peptide phosphorylation; actives 0.53% (n = 97,000); AID 619;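 active = inhibition of 50% or more in the single-concentration screen; inactive = inhibition below 50%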;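 note: 0% = DMSO max control and 100% = H-89 dihydrochloride min control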
# LYP act: LYP (human) phosphatase activation; recombinant LYP, DiFMUP fluorescence; 0 = plate median, 100 = signal doubled; activation, % at 2 µM; actives 0.11% (n = 96,000);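 active = activation at 2 µM above a set limit, the mean plus 5 SD, cut at about 37% in these data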
# Calb biofilm kill: kills Candida albicans biofilms. C. albicans biofilm + clotrimazole, Alamar Blue. inhibition, % at 6 µM. actives 0.14% (n = 85,000). AID 834;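 active = inhibition above 20%; inactive = inhibition below 20%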;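 note: preformed 24 hr biofilms exposed to compound for 48 hr; 0% = biofilm without compound and 100% = blank killed by clotrimazole plus chlorhexidine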
# CYP2C9 act: increases human cytochrome P450 2C9 activity | AID 1024 | P11712 | actives 1.4% (n = 96,000) | activation factor at 5 µM | recombinant CYP2C9, luciferin-H conversion, luminescence; hits give high values; factor 1 = untreated enzyme, 0 = blocked;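 active = activation factor of 2 or more for CYP2C9 at a 5 µM dose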;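 note: 0 = sulfaphenazole-blocked wells and 1 = vehicle-only wells; values of inactives mirror those of a sister screen read the other way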
# HIV Rev-RRE inh: disrupts HIV-1 Rev binding to RRE RNA; P05866; Rev peptide-RRE RNA binding, FRET; inhibition, % at 8 µM; actives 0.79% (n = 97,000); AID 704;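 active = inhibition above the screen-wide mean plus 3 SD, cut at about 35% in these data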;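 note: 0% = median DMSO wells and 100% = median Neomycin B control wells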
# Target sequence (P05866 whole entry, looked up): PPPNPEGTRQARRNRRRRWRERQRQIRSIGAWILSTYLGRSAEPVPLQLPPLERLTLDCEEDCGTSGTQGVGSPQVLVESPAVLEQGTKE
#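 Material: labelled RRE RNA duplex and labelled Rev peptide / Buffer or medium: HEPES pH 7.5 salt buffer with EDTA / Compound dosing: single point, 8 µM final nominal compound concentration / Benchmarks: DMSO low control, neomycin B high control / Timing: 5 min preincubation and 15 min binding, 25 °C / Technique: FRET fluorescence readout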
# PTPN22 inh 2: LYP (human) phosphatase inhibition; recombinant LYP catalytic domain, DiFMUP fluorescence; inhibition, % at 2 µM; actives 0.21% (n = 96,000);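 active = inhibition at 2 µM at or above a set limit, the screen mean plus 3 SD, cut at about 24% in these data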;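 note: 0% = DMSO with enzyme and 100% = enzyme fully blocked by orthovanadate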
# PLK1 PBD inh: Plk1 (human) PBD binding inhibition; P53350; Plk1 PBD phosphopeptide binding, fluorescence polarization; inhibition, %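 (tested at about 20 µM)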; actives 0.13% (n = 97,000); in the data active = inhibition above about 34%, passing the limit was not always enough
# * = called active by the depositor; nt = not tested or not shown; [ ] = another dose, or the depositor's remark.
# Letter code – A = EphB4 ephrin blk; B = CYP2C9 inh; C = PLK1 inh; D = LYP act; E = Calb biofilm kill; F = CYP2C9 act; G = HIV Rev-RRE inh; H = PTPN22 inh 2; I = PLK1 PBD inh
CO/N=C/NC(=O)c1ccc([N+](=O)[O-])c(CS(=O)(=O)c2ccc(Cl)cc2)c1
  A: -0.5 | B: 15.4 | C: -7.0 | D: -10.2 | E: nt | F: 0.8 | G: 1.4 | H: 12.2 | I: 2.3

COc1ccc(N/N=C(/Oc2ccc([N+](=O)[O-])cc2)C(C)=O)cc1
  A: 2.9 | B: nt | C: -13.2 | D: -5.6 | E: -0.7 | F: nt | G: 5.4 | H: 5.0 | I: 2.0

Cc1cccc(NCc2nc3ccccc3n2Cc2ccccc2)c1
  A: -0.7 | B: 96.0* | C: -9.4 | D: 10.8 | E: 1.4 | F: 0 | G: 14.9 | H: -9.7 | I: 9.6

Cc1cccc(Cn2c(NCC(C)O)nc3c2c(=O)n(C)c(=O)n3C)c1 (stereo not drawn)
  A: -0.2 | B: 10.4 | C: -14.0 | D: 2.2 | E: 0.8 | F: 0.9 | G: 1.5 | H: -5.7 | I: -8.5

Cc1nn(CC(O)Cn2c3c(c4ccccc42)CCN(C)C3=O)c(C)c1Br (stereo not drawn)
  A: -3.5 | B: 81.0* | C: -8.2 | D: -2.9 | E: 3.8 | F: 0.2 | G: 5.2 | H: 4.1 | I: -14.3

CNC(=S)NNC(=O)c1sccc1OCc1cccc(C(F)(F)F)c1
  A: 3.2 | B: 8.0 | C: -5.5 | D: 0.0 | E: nt | F: 0.9 | G: 6.2 | H: 2.4 | I: -31.2

CC1=C(C(=O)N2CCOCC2)C(c2cccs2)NC(=O)N1 (stereo not drawn)
  A: 4.8 | B: -17.2 | C: -10.8 | D: 9.7 | E: nt | F: 1.2 | G: 6.1 | H: -10.4 | I: 12.9

CC1CCc2c(nc3nc[nH]n3c2=O)C1 (stereo not drawn)
  A: -10.9 | B: -10.7 | C: 0.9 | D: -0.3 | E: -1.2 | F: 1.1 | G: 6.1 | H: 0.6 | I: 3.3

CC(SCc1ccccc1)C(=O)N/N=C/c1cc2c(cc1Br)OCO2 (stereo not drawn)
  A: -8.9 | B: 69.7* | C: -7.7 | D: -8.5 | E: nt | F: 0.3 | G: 7.2 | H: 10.8 | I: -16.8

CCOC(=O)CN1C(=N)N(c2nc(NC(C)C)nc(NC(C)C)n2)CC1=O
  A: -2.3 | B: nt | C: -9.0 | D: -12.5 | E: 6.8 | F: nt | G: -6.5 | H: 11.3 | I: 14.6

O=C1CC(N2CCC(c3nc4ccccc4o3)CC2)C(=O)N1c1cc(Cl)cc(Cl)c1 (stereo not drawn)
  A: -8.2 | B: 77.7* | C: -11.6 | D: 2.4 | E: 1.1 | F: 0.2 | G: 0.8 | H: -3.6 | I: -2.5

Cc1ccc(S(=O)(=O)Nc2ccc3c4c(cccc24)CC3)c(C)c1
  A: 2.8 | B: nt | C: -9.3 | D: 1.9 | E: nt | F: nt | G: 17.3 | H: 1.5 | I: 5.7

O=c1[nH]c2c(s1)C(c1ccccc1)C1C3CCC(C3)C1S2 (stereo not drawn)
  A: 11.1 | B: -6.1 | C: 0.2 | D: -9.2 | E: 4.4 | F: 1.1 | G: 10.6 | H: 9.8 | I: -3.8

CCCN1C(=O)/C(=C2\SC(N3CCCCC3)=NC2=O)c2ccccc21
  A: -1.7 | B: 18.6 | C: -12.9 | D: 3.1 | E: 2.3 | F: 0.8 | G: 8.9 | H: -1.9 | I: -3.5

CC(=O)c1cccc(NC(=O)CCNS(=O)(=O)c2cccc3nsnc23)c1
  A: -0.9 | B: -8.6 | C: 0.9 | D: 4.3 | E: 2.8 | F: 1.1 | G: 2.1 | H: -1.9 | I: -22.8

COc1ccc(C(NC(=O)CNC(C)=O)C(=O)Nc2ccc3c(c2)OCCO3)cc1 (stereo not drawn)
  A: -5.1 | B: 5.3 | C: -2.2 | D: 6.8 | E: 8.4 | F: 0.9 | G: -2.9 | H: -8.5 | I: -16.3

COc1ccccc1NS(=O)(=O)c1cc(C(=O)NCCN2CCOCC2)ccc1Cl
  A: 1.7 | B: -10.9 | C: -14.4 | D: -2.9 | E: -0.8 | F: 1.1 | G: 2.6 | H: 1.7 | I: -7.7

C[C@H](NC(=O)C1(c2ccccc2)CCN(C(=O)[C@H]2CSCN2C(=O)OC(C)(C)C)CC1)C(=O)O
  A: -14.3 | B: 11.4 | C: -12.8 | D: 7.9 | E: 7.7 | F: 0.9 | G: 1.1 | H: -10.2 | I: -18.4

CC(=O)Nc1ccc(OCC(O)CN2CCN(c3ccc(Cl)cc3)CC2)cc1 (stereo not drawn)
  A: 1.5 | B: nt | C: -2.0 | D: -3.0 | E: 8.3 | F: nt | G: -0.2 | H: -1.1 | I: -11.7

O=C(Oc1ccc2ccccc2c1Br)N1CCCCCC1
  A: -2.9 | B: -24.0 | C: -15.8 | D: -2.6 | E: nt | F: 1.2 | G: 16.5 | H: 6.6 | I: 3.5

# Rewritten with each value named: three of the compounds above
SMILES: CC1CCc2c(nc3nc[nH]n3c2=O)C1 (stereo not drawn)
- EphB4 ephrin blk: -10.9
- CYP2C9 inh: -10.7
- PLK1 inh: 0.9
- LYP act: -0.3
- Calb biofilm kill: -1.2
- CYP2C9 act: 1.1
- HIV Rev-RRE inh: 6.1
- PTPN22 inh 2: 0.6
- PLK1 PBD inh: 3.3
SMILES: CC(SCc1ccccc1)C(=O)N/N=C/c1cc2c(cc1Br)OCO2 (stereo not drawn)
- EphB4 ephrin blk: -8.9
- CYP2C9 inh: 69.7*
- PLK1 inh: -7.7
- LYP act: -8.5
- Calb biofilm kill: nt
- CYP2C9 act: 0.3
- HIV Rev-RRE inh: 7.2
- PTPN22 inh 2: 10.8
- PLK1 PBD inh: -16.8
SMILES: CCOC(=O)CN1C(=N)N(c2nc(NC(C)C)nc(NC(C)C)n2)CC1=O
- EphB4 ephrin blk: -2.3
- CYP2C9 inh: nt
- PLK1 inh: -9.0
- LYP act: -12.5
- Calb biofilm kill: 6.8
- CYP2C9 act: nt
- HIV Rev-RRE inh: -6.5
- PTPN22 inh 2: 11.3
- PLK1 PBD inh: 14.6

# 2 entries picked at random from the list so far:
# Letter code – A = EphB4 ephrin blk; B = CYP2C9 inh; C = PLK1 inh; D = LYP act; E = Calb biofilm kill; F = CYP2C9 act; G = HIV Rev-RRE inh; H = PTPN22 inh 2; I = PLK1 PBD inh
CO/N=C/NC(=O)c1ccc([N+](=O)[O-])c(CS(=O)(=O)c2ccc(Cl)cc2)c1
  A: -0.5 | B: 15.4 | C: -7.0 | D: -10.2 | E: nt | F: 0.8 | G: 1.4 | H: 12.2 | I: 2.3

O=C(Oc1ccc2ccccc2c1Br)N1CCCCCC1
  A: -2.9 | B: -24.0 | C: -15.8 | D: -2.6 | E: nt | F: 1.2 | G: 16.5 | H: 6.6 | I: 3.5

# The listing picks up with the three entries that preceded the break.
SMILES	EphB4 ephrin blk	CYP2C9 inh	PLK1 inh	LYP act	Calb biofilm kill	CYP2C9 act	HIV Rev-RRE inh	PTPN22 inh 2	PLK1 PBD inh
C[C@H](NC(=O)C1(c2ccccc2)CCN(C(=O)[C@H]2CSCN2C(=O)OC(C)(C)C)CC1)C(=O)O	-14.3	11.4	-12.8	7.9	7.7	0.9	1.1	-10.2	-18.4
CC(=O)Nc1ccc(OCC(O)CN2CCN(c3ccc(Cl)cc3)CC2)cc1 (stereo not drawn)	1.5	nt	-2.0	-3.0	8.3	nt	-0.2	-1.1	-11.7
O=C(Oc1ccc2ccccc2c1Br)N1CCCCCC1	-2.9	-24.0	-15.8	-2.6	nt	1.2	16.5	6.6	3.5
C=CCC(NCc1ccco1)c1ccc(OC)cc1OC (stereo not drawn)	-3.6	8.6	-9.3	-1.2	6.6	0.9	5.6	4.9	23.1
COc1ccc(CCNc2nc(-c3sc(N)nc3C)cs2)cc1OC	6.1	39.6	-7.5	-2.8	6.6	0.6	7.7	3.4	1.3
Clc1cccc(Cl)c1COn1nnc2ccccc21	3.4	30.5	15.8	0.3	1.0	0.7	4.1	1.6	-3.6
CC(C)C(=O)N(c1ccc2oc(=O)sc2c1)S(=O)(=O)c1ccccc1	-8.1	2.8	-1.9	5.4	7.0	1	3.9	-4.4	8.2
COc1ccc(CCNC(=O)c2[nH]c(C)c(C(C)=O)c2C)cc1OC	-5.3	5.9	-9.1	6.3	2.7	0.9	-2.8	-6.2	5.3
CC(C)(Oc1ccc(Cl)cc1)C(=O)Nc1ccc2oc(-c3ccncc3)nc2c1	-10.3	12.9	-2.4	5.9	1.5	0.9	9.3	-7.7	12.2
COCCn1c(=S)[nH]c2cc(C(=O)N3CCC(C(N)=O)(N4CCCCC4)CC3)ccc2c1=O	1.6	6.4	-5.6	6.7	7.7	0.9	-1.6	-9.5	-2.9
Cc1csc(NC(=O)CSc2nnc(-c3cccs3)n2C)n1	6.0	40.9	-4.5	-3.3	8.8	0.6	3.9	3.4	42.7
COc1ccccc1NC(=O)N1c2ccc(F)cc2CCC1C (stereo not drawn)	4.1	1.4	-9.0	-8.2	3.9	1	2.9	4.8	-21.1
c1ccc2sc(-c3ccc4c(c3)OCO4)nc2c1	-0.4	2.3	-10.1	5.7	3.9	1	1.5	-8.1	3.2
Cn1c(NCc2ccco2)nc2ccccc21	8.1	-13.6	-3.4	3.0	nt	1.1	5.2	-3.6	-17.5
Cc1ncsc1CCSc1nc2ccccc2c(=O)n1C	-3.8	68.5*	-2.6	3.5	nt	0.3	-1.1	-3.0	-2.8
O=C(NCc1nnc(SCC(=O)N2CCC(Cc3ccccc3)CC2)o1)c1ccccc1F	2.6	71.5*	-0.7	-6.4	0.1	0.3	9.0	5.4	-3.4
Cc1nc2nc(C)c(CCC(=O)NCCCN3CCN(c4cccc(Cl)c4)CC3)c(C)n2n1	5.3	6.6	-18.3	-0.9	nt	0.9	2.6	-0.6	-11.1
COc1ccc(Cn2cnc3c([N+](=O)[O-])c(C)c(C)cc32)cc1	-1.8	59.1*	-4.8	nt	nt	0.4	7.9	nt	-15.3
CC(C)(C)C1CCc2c(C(=O)N/N=C/c3cccs3)csc2C1 (stereo not drawn)	3.5	63.0*	-9.3	-13.9	nt	0.4	14.6	18.3	-1.1
NC(=O)C1CCN(CC(=O)NCc2ccccc2)CC1	-4.7	-17.9	-6.6	-2.3	2.5	1.2	-1.3	4.6	-14.3
COc1ccccc1/C=C1\NC(=S)N(CC2CCCO2)C1=O (stereo not drawn)	8.7	33.9	-9.7	6.9	nt	0.7	-7.3	-3.8	11.6
C=CCn1c(-c2ccccc2)nc(=S)c2c1CC(C)(C)OC2	4.8	6.5	-4.0	-3.1	-2.7	0.9	9.8	0.6	-3.8
Cc1cc2c(cc1C)NC(c1c(C)n(C)n(-c3ccccc3)c1=O)C1=C(CC(C)(C)CC1=O)N2 (stereo not drawn)	5.2	-16.9	-7.6	-3.7	10.0	1.2	107.2*[fluorescence artefact?]	6.2	4.2
CCCCSc1nsc(NC(C)=O)n1	-6.4	16.0	-3.6	0.3	5.4	0.8	-1.3	-2.4	11.5
CCc1ccc(-c2ccc(C(=O)C(F)(F)F)[nH]2)cc1	1.2	10.2	-8.4	9.4	nt	0.9	5.4	-6.7	-5.6
Cc1ccc(N2C=Nc3ccc(C)c4nc(C)cc2c34)cc1	2.3	86.4*	-11.2	-9.6	nt	0.1	7.1	14.4	15.3
CCC(CC)C(=O)NCCc1ccc(S(N)(=O)=O)cc1	-1.0	49.0	-9.5	4.6	-3.0	0.5	2.3	-3.0	-0.2
CCOC(=O)C1=C(c2ccccc2)N=C2SCC(=O)N2C1c1ccc(OCC)c(OCC)c1 (stereo not drawn)	-4.4	17.9	-27.9	-0.2	4.5	0.8	0.5	2.3	-6.8
Cc1ccc2cc(C(c3nnnn3CC3CCCO3)N3CCCC4(CCCCC4)C3)c(=O)[nH]c2c1 (stereo not drawn)	-0.9	nt	-1.2	-9.0	1.8	nt	4.6	11.8	-25.5

# Bioassay records deposited in PubChem by several laboratories.
